Compound activity: PubChem BioAssay, several laboratories
TRPML3 agonist – human TRPML3 channel agonists, primary screen, cell-based, HEK293 TRPML3-YFP, Fluo-8 calcium fluorescence, 3 µM; Mucolipin-3 (Homo sapiens), Q8TDD5; 100% = the carbachol control signal; activation, % at 3 µM; 220,000 compounds, 0.29% hits;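 active = activation above its plate's cutoff, the mean activation of the plate's test wells plus 3 SD, cut at about 12% in these data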;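 note: 0% = DMSO only wells and 100% = carbachol wells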
Target sequence (Q8TDD5 whole entry, looked up): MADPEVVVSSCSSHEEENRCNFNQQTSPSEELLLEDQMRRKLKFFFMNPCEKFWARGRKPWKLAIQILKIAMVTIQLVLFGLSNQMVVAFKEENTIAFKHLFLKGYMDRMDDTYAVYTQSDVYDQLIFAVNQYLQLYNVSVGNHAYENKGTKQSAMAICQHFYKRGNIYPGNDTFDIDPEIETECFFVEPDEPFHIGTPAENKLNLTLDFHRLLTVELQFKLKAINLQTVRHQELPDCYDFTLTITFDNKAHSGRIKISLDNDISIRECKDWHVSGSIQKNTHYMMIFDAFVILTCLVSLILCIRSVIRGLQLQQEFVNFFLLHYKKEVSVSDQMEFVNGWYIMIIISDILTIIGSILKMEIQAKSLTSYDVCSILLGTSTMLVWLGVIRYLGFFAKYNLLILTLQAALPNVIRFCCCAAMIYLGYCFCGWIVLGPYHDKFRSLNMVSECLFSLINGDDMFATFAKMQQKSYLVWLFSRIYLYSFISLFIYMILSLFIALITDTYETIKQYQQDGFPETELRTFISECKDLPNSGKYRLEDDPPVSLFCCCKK
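Test system – HEK293 line with stable expression of human TRPML3-YFP channel · Control set – carbachol 87 µM final as high control (100%), DMSO as low control (0%) · Signal – Fluo-8 calcium dye fluorescence, ex 470-495, em 515-575 nm · Incubation – 1-h 37 °C dye load, 5-s basal, 120-s post-compound reads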
NPY Y1 blocker – NPY-Y1 receptor antagonists, primary screen, cell-based. Neuropeptide Y receptor type 1 (Homo sapiens), P25929. HEK293-CNG Y1 cells, membrane potential fluorescence; NPY at EC95, then isoproterenol. inhibition, % at 3.6 µM. 200,000 compounds, 1% hits;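 active = inhibition above the campaign mean inhibition of all tested compounds plus 3 SD, cut at about 20% in these data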;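 note: 0% = DMSO wells given NPY plus isoproterenol and 100% = isoproterenol alone without NPY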
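Material: HEK293 cells co-expressing NPY Y1 receptor and cyclic-nucleotide gated channel. Timing: compound incubation 1 h at room temperature, readout 45 min post-stimulation. Signal: fluorescence, membrane potential probe.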
CHOP inh – inhibitors of CHOP promoter induction, primary screen, cell-based, unfolded protein response, luciferase reporter; CHO-K1 CHOP-promoter luciferase, tunicamycin-induced, 15-18 h; inhibition, % at 10 µM; 220,000 compounds, 3.8% hits; AID 2732, 2010;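 active = compounds that reduced the stress-induced luciferase reporter signal by more than about 70% of percent inhibition, limit read from the data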;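 note: 0% = tunicamycin plus vehicle and 100% = wells without tunicamycin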
NPY1 pot ag – NPY-Y1 receptor potentiators or agonists, primary screen, cell-based; NPY-Y1 expressing cells, potentiator/agonist activation; activation, % at 3.6 µM; 220,000 compounds, 0.37% hits; AID 1304, 2008; in the data active = activation above about 33%, passing the limit was not always enough;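 note: cells stimulated with NPY at EC10 then isoproterenol at EC100; 0% = low agonist plus stimulus and 100% = saturating agonist plus stimulus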
PPC-1+TRAIL kill – compounds killing PPC-1 cancer cells with TRAIL present, primary screen, TRAIL potentiator project, ATPLite luminescence, uHTS | 220,000 compounds, 0.41% hits | PPC-1 cells + TRAIL, ATPLite viability luminescence | cell killing (% activity), % at 4 µM;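 active = cell killing above 50% in the first pass at 4 µM, then a duplicate retest at 5 µM averaging 50% or more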;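 note: plate controls were cells with TRAIL plus DMSO for no effect and medium-only wells lacking cells for full effect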
EP2 antag – human EP2 receptor antagonists, primary screen, TR-FRET cAMP, C6 glioma cells. 260,000 compounds, 0.52% hits. inhibition, % at 25 µM. C6 glioma cells expressing human EP2; cells stimulated with saturating PGE2. Prostaglandin E2 receptor EP2 subtype (Homo sapiens), P43116. AID 1422, 2008;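 active = percent inhibition above 40 after rounding to a whole number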;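 note: rat C6 glioma host cells with rolipram phosphodiesterase inhibitor present; the protocol text gives 20 µM as final concentration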
14-3-3 Bad PPI – inhibitors of 14-3-3 zeta/Bad binding, primary screen, biochemical, TR-FRET, bovine 14-3-3 zeta | 220,000 compounds, 0.71% hits | inhibition, % at 21.7 µM | 14-3-3 protein zeta/delta (Bos taurus), P63103 | TR-FRET 14-3-3zeta/Dy647-pBad peptide displacement, 1 h;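 active = inhibition above about 70%, limit read from the data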;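 note: 0% = full 14-3-3 plus peptide FRET controls and 100% = background without 14-3-3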
Target sequence (P63103 whole entry, looked up): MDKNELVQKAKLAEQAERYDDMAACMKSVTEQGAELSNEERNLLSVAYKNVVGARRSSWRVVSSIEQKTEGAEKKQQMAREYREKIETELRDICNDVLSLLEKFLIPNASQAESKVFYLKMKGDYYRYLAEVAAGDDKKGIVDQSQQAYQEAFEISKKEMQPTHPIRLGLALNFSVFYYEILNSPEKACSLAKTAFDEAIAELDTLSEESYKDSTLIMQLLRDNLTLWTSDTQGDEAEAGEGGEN
zfTRPN1 agonist – zebrafish TRPN1 channel agonists, primary screen, cell-based, HEK293, calcium fluorescence. transient receptor potential cation channel N1 (TRPN1/NompC), Danio rerio. HEK293 zebrafish TRPN1-YFP, Fluo-8 calcium fluorescence; 100% = response to 87 µM carbachol. activation, % at 3 µM. 220,000 compounds, 0.18% hits;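 active = activation above its plate's cutoff, the mean activation of test wells on that plate plus 3 SD, cut at about 19% in these data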;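 note: 0% = DMSO alone and 100% = 87 µM carbachol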
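Material: zebrafish TRPN1-YFP in HEK293 cells. Doses: one dose of 3 µM, 0.3% DMSO. Incubation: dye 1 h 37 °C plus 30 min RT. Measured by: intracellular calcium fluorescence with Fluo-8.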
EP2 modulator – EP2 receptor modulators, cAMP readout, primary screen, cell-based, HTRF cAMP, PGE2 stimulation; Prostaglandin E2 receptor EP2 subtype (Homo sapiens), P43116; EP2-expressing cells, cAMP HTRF FRET, PGE2 co-stimulation; induction, % at 25 µM; 260,000 compounds, 0.83% hits;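 active = compounds whose cAMP rise, as percent of the full-agonist control response, exceeds 60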;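 note: rat C6 glioma line stably carrying human EP2 under a CMV promoter; the protocol text gives 20 µM as final concentration; 100% = response of wells given 1 µM PGE2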
The depositor's hits bear a star; . = not tested or not shown; & = joins results of further samples; [ ] = dose if it differs, or a comment.

entry	Structure	TRPML3 agonist	NPY Y1 blocker	CHOP inh	NPY1 pot ag	PPC-1+TRAIL kill	EP2 antag	14-3-3 Bad PPI	zfTRPN1 agonist	EP2 modulator
1	O=C(CCl)N(C/C=C/c1ccccc1)c1ccc2c(c1)OCCO2	0.8	7	-93	-4	14	10	-6	-0.8	-55
2	COc1cccc(CC2(CO)CCCN(Cc3[nH]c4ccc(C)cc4c3C)C2)c1 (configuration not stated)	0.6	6	27	-8	11	8	-7	1.0	-23
3	COc1ccc(N2CCN(Cc3cc4c(cc3O)CCC4)CC2)cc1	0.7	4	57	2	-3	6	2	1.4	32
4	Cc1ccccc1NC(=O)Nc1ccccc1Br	-0.5	1	32	6	25	10	-8	0.3	-10
5	c1ccc(Nc2ncnc3sc4c(c23)CCC4)cc1	-0.5	0	35	-4	5	7	0	-1.7	24
6	COCCN(Cc1cc2cc(C)ccc2n2nnnc12)C(=S)Nc1ccccc1C	0.4	-3	-16	-3	20	24	6	0.2	21
7	CCOC(=O)CSc1ncc(-c2ccc([N+](=O)[O-])cc2)[nH]1	0.2	-3	13	18	-8	8	1	-0.8	-8
8	Cc1ncc(CO)c2c1OC(C)(C)OC2	.	.	12	.	8	9	-5	.	19
9	COc1cccc(CNCCc2c[nH]c3ccccc23)c1OCc1ccccc1F	0.9	22*	13	-1	3	13	30	7.0	-29
10	CC(=O)N/C(=C/c1ccc([N+](=O)[O-])cc1)C(=O)O	0.7	-4	30	6	14	5	-10	0.6	19
11	COc1ccc2nc(SCC(=O)Nc3ccc(S(=O)(=O)Nc4nccc(C)n4)cc3)[nH]c2c1	0.0	-3	3	-8	-2	1	67[fluorescence artefact?]	0.5	2
12	CC(C)(C)NC(=O)CSc1nnc(CN2CCCCCC2=O)n1-c1ccccn1	1.5	0	17	-17	8	7	2	0.0	30
13	O=C(CN1C(=O)NC2(CCCCCCC2)C1=O)NC1CCCc2ccccc21 (configuration not stated)	-0.4	7	17	6	27	7	-4	1.4	-6
14	Cc1ccc(OCCn2cc(/C=C3\C(=O)NN(c4ccccc4)C3=O)c3ccccc32)cc1	1.2	2	2	16	10	7	-2[fluorescence artefact?]	0.3	16
15	N#Cc1ccsc1NC(=O)CN1CCN(S(=O)(=O)c2ccc3ccccc3c2)CC1	-0.1	-1	78*	-1	0	11	-13	-1.3	-11
16	COC(=O)c1c(NC(=O)CC2Sc3ccc(C(F)(F)F)cc3NC2=O)sc(C)c1C (configuration not stated)	0.9	-1	23	-17	25	4	-7	-0.4	24
17	Cc1c(C(=O)NCc2cccnc2)oc2ccc(S(=O)(=O)N3CCCCCC3)cc12	1.2	-1	44	19	14	12	-3	6.9	-10
18	N#Cc1ccc(NC(=O)COC(=O)C2=COCCO2)cc1	0.5	-3	10	4	13	9	-15	0.8	-3
19	OC1CC(c2ccco2)NC2(CCCCC2)C1 (configuration not stated)	0.1	4	-21	0	15	12	9	1.6	12
20	CSc1nnc(Cn2c(=O)sc3ccccc32)n1-c1cccc(Cl)c1	-0.5	-1	3	21	-5	10	6[fluorescence artefact?]	0.5	8
21	CC(C)CC(=O)OCC(=O)Nc1ccccc1Sc1ccccc1	0.4	1	84*	7	18	1	-5	-3.1	53
22	CCN(CC)C(=O)CSc1nnnn1-c1ccc(F)c(Cl)c1	0.8	5	1	9	16	8&2	-21	0.6	-39&16
23	CN1CCN(CC(=O)N(C)c2nc(-c3ccccc3)cs2)CC1	1.5	1	-26	-2	6	20	44	0.8	-35
24	Cc1cc(NC(=O)CSc2nc(C3CC3)nc3sc4c(c23)CCC(C)C4)no1 (configuration not stated)	-0.1	2	.	-12	.	4	.	0.1	.
25	CCCNC(=O)OC[C@H]1O[C@H](CCO/N=C/c2ccc(C(=O)N3[C@H](c4ccc(C)cc4)[C@@H](C)CC[C@H]3C(=O)OC)cc2)C=C[C@@H]1Oc1ccc(OC)cc1	0.4	8	18	-10	0	.	-6	1.3	13
26	N#CCN1CCN(CCC(=O)Nc2ccc(OCc3ccccc3)cc2)CC1	1.4	-4	14	10	12	21	-1	3.5	-17
27	O=C(OCC(=O)c1cccs1)C1=COCCO1	-0.4	3	18	-11	9	9	4	1.5	13
28	CC(C)n1c(O)c(/C=C2\C=NN=C2c2ccccc2)sc1=S	-0.5	.	19	8	14	6	-5	-0.3	27
29	Cc1ccc(C)c(-c2cc(C(=O)Nc3nccs3)c3ccccc3n2)c1	-0.3	-7	48	10	-8	1	-14	1.4	27
30	CCc1ccc(/C(C)=N/Nc2cc(Cl)nc(C)n2)cc1	-0.6	-1	57	-11	12	3	5[fluorescence artefact?]	-1.1	54

Shown as a hit in NPY Y1 blocker, among the entries above:
| no. | compound | TRPML3 agonist | NPY Y1 blocker | CHOP inh | NPY1 pot ag | 14-3-3 Bad PPI | EP2 modulator |
| --- | --- | --- | --- | --- | --- | --- | --- |
| 9 | COc1cccc(CNCCc2c[nH]c3ccccc23)c1OCc1ccccc1F | 0.9 | 22* | 13 | -1 | 30 | -29 |

The main list resumes, starting 3 compounds before the break.
entry	Structure	TRPML3 agonist	NPY Y1 blocker	CHOP inh	NPY1 pot ag	PPC-1+TRAIL kill	EP2 antag	14-3-3 Bad PPI	zfTRPN1 agonist	EP2 modulator
28	CC(C)n1c(O)c(/C=C2\C=NN=C2c2ccccc2)sc1=S	-0.5	.	19	8	14	6	-5	-0.3	27
29	Cc1ccc(C)c(-c2cc(C(=O)Nc3nccs3)c3ccccc3n2)c1	-0.3	-7	48	10	-8	1	-14	1.4	27
30	CCc1ccc(/C(C)=N/Nc2cc(Cl)nc(C)n2)cc1	-0.6	-1	57	-11	12	3	5[fluorescence artefact?]	-1.1	54
31	COc1ccc(/C(N)=N/OC(=O)Cc2ccccc2OC)cc1	-0.5	2	17	13	12	2	4[fluorescence artefact?]	-0.2	6
32	CNc1ccc(Br)cc(C(=O)/C=C/c2cccc(OC)c2OC)c1=O	0.7	6	-87	-5	0	10	39	-0.6	-22
33	Cc1ccc(N(CC(=O)NC(C)(C)C)C(=O)CNC(=O)c2cccs2)c(C)c1	0.5	-5	-2	14	13	6	-1	0.9	-17
34	Cc1cccc(NC(=O)c2ccoc2C)n1	1.4	0	-7	3	9	21	-4	-1.0	11
35	CCCC(=O)Nc1ccc(C(=O)NCC2CCCO2)cc1 (configuration not stated)	0.5	3	5	-20	-3	9	-13[fluorescence artefact?]	0.6	5
36	Cc1ccc2nc(SCc3nc4c(cnn4-c4ccccc4)c(=O)[nH]3)[nH]c2c1	0.7	0	73*	8	-8	.	-16	1.0	-33
37	CN(C)c1ccc(C=Nc2ccccc2C(N)=O)cc1	0.8	3	-18	-1	80*	.	-15	0.0	4
38	COc1ccccc1CNC(=O)C1(NC(=O)Nc2ccc(C)cc2)CCCCC1	-1.7	1	21	5	0	6	9	-2.7	26
39	CC(C)c1ccc(NC(=O)CSc2n[nH]c(=O)n2-c2ccc3c(c2)OCCO3)cc1	-0.6	.	9	7	19	18	2	-1.6	8
40	CC1(C2CC(C(F)(F)F)n3nc(C(=O)O)cc3N2)CC1 (configuration not stated)	1.0	-1	-12	14	9	12&0	-10	1.8	-32&28
41	N#Cc1c(NC(=O)COC(=O)c2ccc(F)cc2)sc2c1CCC2	0.7	5	-18	-20	-6	11&27	-1	0.3	-28&-6
42	Nc1nonc1NC(=O)NN=C1CCCCC1	0.6	3	24	-3	10	5	-10	0.1	-6
43	O=C(c1cccs1)n1cc(C(=S)N2CCOCC2)c2ccccc21	0.9	8	22	8	6	5	9	0.4	22
44	CC1(C)C(C=C(Cl)Cl)C1C(=O)N(Cc1ccc(Cl)cc1)C1CCS(=O)(=O)C1 (configuration not stated)	0.8	8	52	16	29	7	-4[fluorescence artefact?]	1.9	11
45	CC(=O)c1cc2c(cc1NS(=O)(=O)c1ccccc1F)OCO2	0.0	-5	-6	12	8	9	1	1.1	8
46	O=C(Nc1cccc(S(=O)(=O)N2CCOCC2)c1)c1ccco1	1.0	1	45	-2	14	4	-5	-0.8	-11
47	C[C@@H]1CN(C(=O)c2nc3ccc(Cl)cn3c2CN[C@H]2CCCCNC2=O)C[C@H](C)O1	1.2	-1	-7	19	11	0	-2	0.7	28
48	CCC(=O)c1c[nH]c(C(=O)NCC2CCCO2)c1 (configuration not stated)	0.6	56*	-11	-11	28	10	6	0.6	-1
49	COc1cc(/C=C(\C#N)c2[nH]nc(N)c2C#N)cc(OC)c1O	2.9	-3	23	3	1	5	-14[fluorescence artefact?]	3.8	11
50	CC(Cc1ccccc1)C(=O)N(C)Cc1ccccc1 (configuration not stated)	0.1	5	-6	-1	20	6	3	0.1	26
51	N#Cc1c(-c2ccccc2)nc(N2CCOCC2)[nH]c1=O	1.5	-1	29	12	8	18	-7[fluorescence artefact?]	-0.4	41
52	COC(=O)c1cc(=O)n(-c2ccccc2)c(=Nc2ccccc2)s1	-0.4	2	-58	-22	4	10	-2	-2.3	40
53	O=C(/C=C/c1ccc(Cl)cc1)Nc1ccc(S(=O)(=O)Nc2ncccn2)cc1	0.3	-4	15	18	23	4&5	-9	0.8	7&35
54	O=S(=O)(Nc1cccc(S(=O)(=O)N2CCOCC2)c1)c1ccc(Cl)s1	0.1	-3	-11	3	18	4	-6	-1.0	15
55	CCOc1ccc2c(c1)-c1c(ssc1=S)C(C)(C)N2C(=O)CSC1=NCCS1	-1.3	-9	52	49*	-6	3	-23	-3.1	23
56	CCCc1nc(NC(C)=O)c(C#N)c(-c2ccco2)c1CC	1.1	14	0	15	-7	9	-6	1.1	13
57	CC1C=Cc2ccccc2N1C(=O)c1ccccc1 (configuration not stated)	0.3	3	11	3	-6	11	-7	-1.2	51
58	O=C(NCCC1=CCCCC1)c1ccc(Cl)c(S(=O)(=O)N2CCOCC2)c1	3.1	3	57	13	-13	11	1[fluorescence artefact?]	11	-11
59	Cc1ccc(C23CC4CC(CC(NC(=O)N5CCN(C)CC5)(C4)C2)C3)cc1	1.1	3	6	-3	-6	13	-5	0.7	-51

These rows are one share of the data; rates above refer to the full screens.
